CCHFV vOTU inh: CCHFV vOTU protease inhibitors, primary screen, biochemical, Pep-AMC substrate, fluorescence. AID 651958, 2012. 0.55% of 370,000 active. inhibition, % at 11.5 µM. Crimean-Congo hemorrhagic fever virus L polyprotein viral ovarian tumor (vOTU) protease …; in the data active = inhibition above about 30%; note: 0% = vehicle wells with enzyme and 100% = no enzyme wells
TcdB inh: TcdB glycohydrolase inhibitors, primary screen, biochemical, single point, plate reader; Toxin B (Clostridioides difficile), P18177; TcdB glycohydrolase enzymatic assay; inhibition, % at 9.99 µM; 0.24% of 350,000 active; AID 652162, 2013; in the data active = inhibition above about 10%
Anthrax LF inh2: Bacillus anthracis LF protease inhibitors, primary screen, biochemical, multiplex microsphere, MLPCN library; AID 588501, 2011; 0.12% of 360,000 active; multiplex microsphere protease cleavage assay; inhibition, % at 10 µM; note: plate controls were buffer without enzyme for full effect and enzyme alone for no effect
Target sequence (P15917 whole entry, looked up): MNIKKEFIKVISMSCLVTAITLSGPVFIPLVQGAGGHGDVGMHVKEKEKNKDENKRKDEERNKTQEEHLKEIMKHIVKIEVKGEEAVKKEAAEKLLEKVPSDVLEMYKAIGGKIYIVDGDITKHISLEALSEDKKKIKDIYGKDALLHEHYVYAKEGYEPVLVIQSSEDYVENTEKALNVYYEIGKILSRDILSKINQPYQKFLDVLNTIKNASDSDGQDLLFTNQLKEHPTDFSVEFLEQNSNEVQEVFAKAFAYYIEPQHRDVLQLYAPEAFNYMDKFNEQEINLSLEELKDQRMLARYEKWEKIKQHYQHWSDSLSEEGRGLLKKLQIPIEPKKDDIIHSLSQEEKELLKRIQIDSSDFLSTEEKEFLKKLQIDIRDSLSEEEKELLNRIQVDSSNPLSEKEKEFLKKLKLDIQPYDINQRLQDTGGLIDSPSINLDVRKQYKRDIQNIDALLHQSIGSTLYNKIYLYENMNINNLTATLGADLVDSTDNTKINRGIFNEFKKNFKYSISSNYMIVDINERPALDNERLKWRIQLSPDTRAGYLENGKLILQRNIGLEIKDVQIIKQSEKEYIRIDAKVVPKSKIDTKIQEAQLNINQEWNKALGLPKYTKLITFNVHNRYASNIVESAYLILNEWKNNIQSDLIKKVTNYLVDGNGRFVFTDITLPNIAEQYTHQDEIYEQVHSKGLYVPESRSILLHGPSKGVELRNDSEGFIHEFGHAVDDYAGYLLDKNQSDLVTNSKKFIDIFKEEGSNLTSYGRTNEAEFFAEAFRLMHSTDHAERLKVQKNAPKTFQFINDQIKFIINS
BH1578 lux ind: inducers of Vibrio cholerae quorum light production without autoinducers, primary screen, BH1578 luxS cqsA deficient, single point. 0.16% of 350,000 active. AID 588436, 2011. activation, % at 18.7 µM. V. cholerae BH1578 lux reporter, luminescence, 6 h; in the data active = activation mostly above about 9.7%, no sharp cut-off; inconclusive = no clear call, values can overlap the other calls; inactive = mostly below about 3.7%; note: not every result past the cut was called active; inactives centre near 0; reference of the scale not given here
BoNT A protease: BoNT/A light chain protease inhibitors, primary screen, biochemical, flow cytometry, MLPCN library. multiplex microsphere protease substrate cleavage. inhibition, % at 10 µM. 0.17% of 360,000 active. AID 588499, 2011; note: plate controls were buffer without enzyme for full effect and enzyme alone for no effect
DUSP3 inh: VHR1 phosphatase inhibitors, primary screen, biochemical, absorbance, uHTS | Dual specificity protein phosphatase 3 (Homo sapiens), P51452 | recombinant VHR phosphatase, pNPP absorbance | inhibition, % at 13.3 µM | 0.52% of 290,000 active | AID 1654, 2009; in the data active = inhibition above about 50%; note: some compounds called inactive have numbers as strong as hits
Target sequence (P51452 whole entry, looked up): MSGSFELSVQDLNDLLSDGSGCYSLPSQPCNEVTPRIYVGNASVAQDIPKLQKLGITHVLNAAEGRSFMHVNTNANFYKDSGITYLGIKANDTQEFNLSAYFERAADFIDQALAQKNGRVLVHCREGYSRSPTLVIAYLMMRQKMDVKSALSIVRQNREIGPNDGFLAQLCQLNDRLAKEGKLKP
Y pestis TopoI: Yersinia pestis topoisomerase I inhibitors, primary screen, biochemical, cleavage product accumulation, plate reader, single point; 0.064% of 360,000 active; DNA topoisomerase I (Yersinia pestis CO92); Y. pestis Topo-I cleavage product accumulation; activity, % at 10 µM; in the data active = activity above about 50%, passing the limit was not always enough; inconclusive = no clear call, values can overlap the other calls; note: inactives centre near 2
PriA SSB inh: inhibitors of Klebsiella pneumoniae PriA binding to SSB C-terminal tail, primary screen, biochemical, AlphaScreen. PriA–SSB C-terminal tail interaction (Klebsiella pneumoniae). AlphaScreen SSBct-PriA binding, biotinylated peptide. inhibition, % at 33 µM. 0.6% of 430,000 active; in the data active = inhibition mostly above about 37%, no sharp cut-off; inactive = mostly below about 20%;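 note: plate controls were negative control peptide for no effect and reference peptide for full effect; strong numbers were not always called active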
3CLpro inhibitor: SARS-CoV 3CLpro protease inhibitors, primary screen, biochemical, quenched FRET | inhibition, % at 6 µM | recombinant SARS-CoV 3CLpro, quenched FRET peptide cleavage | 0.14% of 290,000 active; in the data active = inhibition above about 12%
PfHsp40 yeast: rescue of yeast from PfHsp40 toxicity, primary screen, S. cerevisiae, ATP luminescence | growth rescue, % at 12.5 µM | 0.68% of 340,000 active | S. cerevisiae expressing PfHsp40, growth rescue; in the data active = growth rescue above about 28%, passing the limit was not always enough; inconclusive = no clear call, values can overlap the other calls;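 note: yeast W303a lacking pdr1 and pdr3 grown in galactose medium; growth measured after three days at 30 °C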
* marks the source's active call; other numbers are inactive results; i = inactive; ? = inconclusive; nt = no result given; & = joins results of further samples. Cut-off read from the data, not from the text of the source, unless noted: active = inhibition above about 30%; inconclusive = no clear call, values can overlap the other calls; inactive = below that.

SMILES	CCHFV vOTU inh	TcdB inh	Anthrax LF inh2	BH1578 lux ind	BoNT A protease	DUSP3 inh	Y pestis TopoI	PriA SSB inh	3CLpro inhibitor	PfHsp40 yeast
CCCCn1nc(C(=O)NCC2COc3ccccc3O2)c2ccccc2c1=O (stereo unspecified)	7.2	-0.7	-0.2	0.2	0.2	nt	12.4	-13.6	nt	20.8
N#C/C(=C\c1cccnc1)C(=O)Nc1ccc(S(N)(=O)=O)cc1	4.5	1.3	1.2	i	-2.9	27.2	12.2	-1.8	-0.2	0.7
CC(=O)Nc1cccc(C(=O)NNC(=O)c2n[nH]c(=O)c3ccccc23)c1	8.7	1.4	-6.8	-1.3	0.3	nt	6.7	-1.6	nt	1.1
c1ccc(Cc2nnc3sc(-c4ccncc4)nn23)cc1	-7.3	nt	-1.1	i	-0.8	1.2	-1.1	-5.6	-1.4	-0.4
COCCn1c(=NC(=O)c2nc3ccccc3s2)sc2cc(S(C)(=O)=O)ccc21	-17.5	nt	0.6	-1.2	-0.1	23.7	-0.9	-2.2	-2.2	0.1
Cc1sc2ncn(CC(=O)NCCCC(=O)N3CCN(c4ccccc4F)CC3)c(=O)c2c1C	-1.1	0.5	-1.6	-0.4	0.8	35.0	35.9	-20.2	-1.5	1.2
Clc1ccsc1-c1ccc2ccccc2n1	1.9	nt	-2.2	-1.4	-2.0	6.2	-0.1	-68.1	-4.5	1.4
C(CCc1nn[nH]n1)CCC1CCCCC1	-12.2	-1.3	-0.2	nt	-0.5	nt	12.2	0.4	nt	-1.8
COC(=O)c1ccc(C2C(Oc3ccccc3)C(=O)N2CCc2ccc(F)cc2)cc1 (stereo unspecified)	-8.5	1.6	-4.1	-0.5	-0.2	3.8	13.2	-21.3	3.4	0.5
CCCCn1c(N)c(N(CC(C)C)C(=O)c2cc(-c3ccncc3)nc3ccccc23)c(=O)[nH]c1=O	6.9	3.3	nt	-0.2	nt	nt	7.7	-6.6	nt	0.0
O=C(Nc1cccc(NC(=O)c2ccc(-c3ccc(Br)cc3)o2)c1)c1ccco1	-11.4	nt	-15.5	nt	-0.9	13.3	5.2	7.6	-0.9	0.1
N/C(Cc1cccc2ccccc12)=N\OC(=O)c1ccc(Br)o1	-14.2	-0.2	nt	nt	nt	-2.9	nt	nt	3.2	nt
COc1ccc(CNC2CCN(Cc3ccccc3)CC2)cc1	-11.7	0.0	6.9	i	-6.6	16.0	-3.0	-8.7	-9.6	-1.4
CC(C)OP(=O)(c1ccc(N(C)C)cc1)C(O)c1ccc(Br)cc1 (stereo unspecified)	2.2	-0.7	-8.9	2.2	-1.1	19.7	1.8	1.6	-2.0	-0.6
CCCN1CC(=O)N2C(c3cccc(OC)c3OC)c3[nH]c4ccccc4c3C[C@H]2C1=O (stereo partly specified)	3.6	0.3	10.4	i	-0.1	nt	19.3	7.2	1.4	0.0
CCN1C(=O)c2cccc3c(N)ccc1c23	8.4	4.3	-9.0	-0.2	1.1	12.7	-4.3	6.6&3.0	nt	-0.6
Cc1ccsc1C(=O)N1CCC1(C)C(=O)NS(=O)(=O)c1ccccc1 (stereo unspecified)	-4.4	0.3	1.0	-9.1	-0.2	nt	9.2	nt	nt	nt
COc1ccc(OC)c(NC(=O)NCCN2CCN(c3ccccc3)CC2)c1	5.8	0.4	-0.4	2.1	0.2	0.1	1.1	3.6	0.0	0.4
O=[N+]([O-])c1cccc(-c2nnc3cccc(Cl)n23)c1	-2.8	1.1	9.6	-1.5	2.8	nt	-9.2	-0.5	-2.8	-0.4
COc1ccc(CCN2CCCn3c2nc2c3c(=O)[nH]c(=O)n2C)cc1OC	-12.0	1.9	-9.4	i	-2.5	2.4	-4.1	0.8	-3.3	0.6

Looked up above:
CC(=O)Nc1cccc(C(=O)NNC(=O)c2n[nH]c(=O)c3ccccc23)c1 in BoNT A protease has 0.3
CCCN1CC(=O)N2C(c3cccc(OC)c3OC)c3[nH]c4ccccc4c3C[C@H]2C1=O (stereo partly specified) in CCHFV vOTU inh has 3.6
O=C(Nc1cccc(NC(=O)c2ccc(-c3ccc(Br)cc3)o2)c1)c1ccco1 in Anthrax LF inh2 has -15.5
N/C(Cc1cccc2ccccc12)=N\OC(=O)c1ccc(Br)o1 in 3CLpro inhibitor has 3.2

One compound at a time, as listed above. Values in the order: CCHFV vOTU inh | TcdB inh | Anthrax LF inh2 | BH1578 lux ind | BoNT A protease | DUSP3 inh | Y pestis TopoI | PriA SSB inh | 3CLpro inhibitor | PfHsp40 yeast
Cc1sc2ncn(CC(=O)NCCCC(=O)N3CCN(c4ccccc4F)CC3)c(=O)c2c1C is listed as -1.1 | 0.5 | -1.6 | -0.4 | 0.8 | 35.0 | 35.9 | -20.2 | -1.5 | 1.2
N/C(Cc1cccc2ccccc12)=N\OC(=O)c1ccc(Br)o1 is listed as -14.2 | -0.2 | nt | nt | nt | -2.9 | nt | nt | 3.2 | nt

(further entries)
SMILES	CCHFV vOTU inh	TcdB inh	Anthrax LF inh2	BH1578 lux ind	BoNT A protease	DUSP3 inh	Y pestis TopoI	PriA SSB inh	3CLpro inhibitor	PfHsp40 yeast
CC(C(=O)O/N=C(\N)c1cccnc1)c1ccc([N+](=O)[O-])cc1 (stereo unspecified)	-2.5	1.8	2.2	i	0.3	17.9	-10.6	i	2.9	0.2
O=C(N/N=C/c1ccc(-c2cccc([N+](=O)[O-])c2)o1)c1cccs1	1.9	1.2	-7.6	-0.6	-0.4	25.8	-8.8	nt	0.3	-1.1
O=C(O)c1ccc(N/N=C/C=C/c2ccccc2[N+](=O)[O-])cc1	7.4	-1.1	-6.2	i	-0.2	8.3	-1.0	nt	6.3	0.7
COCCN(C(=O)COC(=O)c1cc(C)n(-c2ccccc2)c1C)c1c(N)n(Cc2ccccc2)c(=O)[nH]c1=O	0.8	-1.1	?	i	59.9*	nt	13.2	8.7	nt	1.1
Cn1nc(-c2ccc(NCCO)c([N+](=O)[O-])c2)c2ccccc2c1=O	8.5	1.5	16.1	-1.4	1.3	19.1	-2.4	-4.3	-0.9	-0.7
O=C(Nc1ccc(F)c(Cl)c1)c1ccccc1NC(=O)C1CCCCC1C(=O)O (stereo unspecified)	-3.7	1.0	-3.6	-0.6	2.6	nt	-17.1	-4.5	nt	0.9
CN(C)C(=O)N1CCC(C(=O)NCC2CCCO2)CC1 (stereo unspecified)	6.0	0.8	-1.1	i	0.5	-3.7	1.2	-7.8	2.9	0.2
OC[C@H]1O[C@H](OC[C@H]2O[C@H](OC[C@H]3O[C@H](O[C@]4(CO)O[C@H](CO)[C@@H](O)[C@@H]4O)[C@H](O)[C@@H](O)[C@@H]3O)[C@H](O)[C@@H](O)[C@H]2O)[C@H](O)[C@@H](O)[C@H]1O	-6.0	2.0	-1.6	-0.2	-0.1	nt	15.2	2.4	nt	0.7
CCOC(=O)c1c(C)nc2sc3c(=O)n(-c4ccc(C(C)=O)cc4)cnc3c2c1-c1ccc(OC)cc1	2.4	nt	-3.9	0.5	-0.8	-7.3	26.4	-4.4	2.3	4.2
CCOC(=O)CNC(=S)N(CCCN1CCN(C)CC1)Cc1cccs1	-7.1	1.2	13.9	-0.6	-0.5	-11.9	-2.8	-0.8	1.5	-1.1
CCN(CC)C(=O)Cc1cc(C(=O)O)c2ccccc2n1	2.9	nt	-1.1	-0.3	-0.7	-7.5	12.0	-3.2	-4.6	-0.4
Cc1cc(NC(=O)C2CCN(C(=O)c3ccco3)CC2)ccc1Br	3.5	0.5	1.0	12.1	-0.2	nt	16.5	-11.0	nt	0.0
CCOc1cc(C(=O)N2CCN(C/C=C/c3ccccc3)CC2)cc(OCC)c1OCC	-1.3	nt	3.2	-5.0	0.7	-14.9	11.4	2.1	-2.9	0.8
COc1ccc(-c2cc(=O)oc3cc(OCC(=O)NCC4CCC(C(=O)O)CC4)ccc23)cc1 (stereo unspecified)	7.5	3.4	-0.4	-0.6	-0.2	1.0	-2.4	-3.4	-0.4	7.0
COc1ccc(CCn2c(C)cc(C(=O)COC(=O)c3ccc(NC(=O)CC#N)cc3)c2C)cc1	nt	nt	-0.9	i	-2.5	8.6	10.3	6.1	1.4	-0.7
CN(C)Cc1c(C(=O)N/N=C/c2ccccc2OCc2c(F)cccc2Cl)nnn1-c1nonc1N	-3.5	-1.6	8.2	i	-1.3	21.4	19.9	nt	7.6	-1.0
Cc1ccccc1OC1(C)CCN(Cc2ccc(-c3ccccn3)cc2)C1 (stereo unspecified)	0.6	0.7	2.4	-0.2	-0.4	nt	23.9	nt	nt	nt
O=C1OCCN1N1CCOC1=O	-1.0	2.0	-4.8	3.3	0.0	nt	-4.2	-8.8	nt	-0.1
O=S(=O)(Nc1ccncc1Cl)c1cc(Cl)ccc1Cl	10.8	0.4	3.1	i	0.4	16.6	-2.5	-9.1	6.3	-0.8
CC(=O)Nc1cccc(N2C(=O)CCC2=O)c1	5.7	nt	-2.4	i	-0.3	28.5	-4.6	-18.7	1.3	-0.8
COc1cccc(NC(=O)c2cccc(S(=O)(=O)N3CCN(Cc4ccccc4)CC3)c2)c1	-6.4	0.3	-8.2	-2.8	6.1	nt	6.3	3.1	nt	-0.8
CCOC(=O)c1cc(CNC(=O)c2c(C)oc3c2CCCC3)c(C)o1	-2.1	1.7	-4.6	nt	0.0	-18.2	8.6	-5.3	-1.3	-1.7
CCOC(=O)c1c(N2C(=O)Nc3ccccc3N2O)n[nH]c1-c1cccc(Cl)c1	8.1	-0.9	-1.2	i	-0.2	14.1	-2.2	-2.7	0.7	-1.1
CCCNC(=O)C1(C)CCCN(C(=O)c2cc3ccccc3s2)C1 (stereo unspecified)	-7.8	0.9	-3.0	-2.5	-0.1	nt	0.2	nt	nt	nt
Cc1cc(C)cc(NC(=S)NCc2cccs2)c1	-4.7	1.1	-2.0	i	0.0	-2.2	-3.3	-11.9	-2.7	0.3
COCCCNC(=O)CSC1=Nc2ccccc2C2=NC(c3ccccc3)C(=O)N12 (stereo unspecified)	-15.9	0.9	-0.8	-2.7	0.5	36.6	-0.5	-6.8	-2.9	-0.5
Cn1ccc(NC(=O)c2ccc(Cl)cc2)n1	4.5	0.6	-0.5	0.4	0.2	nt	-4.4	-2.3	nt	0.0
COc1ccc(C(C)=O)cc1CN1C(=O)C(C)ON=C1c1cccc(C(F)(F)F)c1 (stereo unspecified)	6.7	0.9	-1.5	-0.5	0.4	nt	8.0	nt	nt	nt
COc1ccc(N2CCN(C(=O)NC(=O)c3ccc(Cl)cc3)CC2)cc1	2.5	1.2	3.1	i	1.4	22.6	15.3	0.2	-0.5	0.0
CCCN1C(=O)c2ccccc2NC1c1ccc(OC)cc1OC (stereo unspecified)	-82.4	nt	-3.1	3.8	1.0	8.1	3.5	-3.0	2.9	-1.9
CC(=O)N1CCN(S(=O)(=O)c2cccc(C(=O)NNC(=O)COc3ccc(F)cc3)c2)CC1	-6.5	4.3	nt	i	nt	nt	-2.4	2.0	nt	0.1
Cc1cc(Cl)ccc1NC(=S)NC(C)(C)C	15.5	-1.6	-1.5	2.7	0.1	12.5	3.2	7.5	-0.3	0.5
Cc1ccc(C(=O)CSc2ccc(-c3cccnc3)nn2)cc1	2.9	1.1	2.3	i	0.6	6.2	6.7	-11.9	-2.4	-0.1
O=c1[nH]c(SCc2cccc(Cl)c2)nc2ccccc12	3.2	0.9	-1.0	-0.3	-0.2	16.5	2.5	3.6	7.9	-0.1

Some of the compounds tested. The share of hits here may be higher or lower than overall.
